Bioassay records: PubChem, Emory University Molecular Libraries Screening Center
14-3-3g Raf: 14-3-3 gamma protein interaction modulation; FP, 14-3-3gamma / TMR-pS259-Raf peptide binding; P61981; actives 0.19% (n = 160,000); AID 422; inhibition, % at 40 µM; in the data active means inhibition above about 30%;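 further: 0% = protein plus tracer without compound and 100% = blank with tracer alone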
Target sequence (P61981 whole entry, looked up): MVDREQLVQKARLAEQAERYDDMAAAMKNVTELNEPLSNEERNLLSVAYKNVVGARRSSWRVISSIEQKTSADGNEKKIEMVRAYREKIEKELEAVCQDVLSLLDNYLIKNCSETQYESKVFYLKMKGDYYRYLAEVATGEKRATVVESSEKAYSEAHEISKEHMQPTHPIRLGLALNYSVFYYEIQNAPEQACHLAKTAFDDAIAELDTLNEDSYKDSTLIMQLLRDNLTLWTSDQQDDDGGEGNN
An asterisk follows results filed as active; & = joins results of further samples.

What do the screens show for `O=C(Nc1nncs1)C1COc2ccccc2O1` (configuration not stated)?
14-3-3g Raf: 4

How did COc1ccc(CCN(C)C(=O)C2CCCN(Cc3cccc(F)c3)C2)cc1OC (configuration not stated) do in these assays?
14-3-3g Raf: -7

How did O=C(O)C1CC(=O)N(Cc2ccccc2)C1 (configuration not stated) do in these assays?
14-3-3g Raf: -3&-7

Results for Cc1ccc(OCC(=O)Nc2ccc(Cl)c(C(F)(F)F)c2)c(C(C)(C)C)c1 ?
14-3-3g Raf: -1

How did CCc1ccccc1NC(=O)c1cc2c(C)nn(-c3ccccc3)c2s1 do in these assays?
14-3-3g Raf: -10

What do the screens show for `Nc1nnc(CC(=O)NCc2ccccc2)s1`?
14-3-3g Raf: -9

How did CC(=O)N1CCc2cc(S(=O)(=O)N3CCCC(C)C3)ccc21 (configuration not stated) do in these assays?
14-3-3g Raf: -1

What do the screens show for `CCCCNC(=O)c1sc(=S)n(-c2ccccc2)c1N`?
14-3-3g Raf: -8

Results for CCCN1C(=O)C(=O)c2cc(Br)ccc21 ?
14-3-3g Raf: -5

How did CCOC(=O)c1c(NC(=O)CC)sc2c1CCC2 do in these assays?
14-3-3g Raf: -6

How did O=C1c2oc3ccccc3c(=O)c2C(c2cccc(Br)c2)N1Cc1ccco1 (configuration not stated) do in these assays?
14-3-3g Raf: -5

How did COC(=O)c1c(C)oc2ccc(N(C(=O)c3ccccc3Cl)S(=O)(=O)c3cccc([N+](=O)[O-])c3)cc12 do in these assays?
14-3-3g Raf: -8

What do the screens show for `COc1ccccc1Nc1c([N+](=O)[O-])ccc2c1=NC1(CCCCC1)N=2`?
14-3-3g Raf: -34

How did COc1cc2c(=O)oc3cc(OC(=O)c4ccc(Cl)cc4)ccc3c2c(OC)c1OC do in these assays?
14-3-3g Raf: -23

How did O=C(CN1CCOCC1)NC1C2CC3CC(C2)CC1C3 (configuration not stated) do in these assays?
14-3-3g Raf: -3

What do the screens show for `COc1ccc2cc(C#N)c(Nc3cccc(SC)c3)nc2c1`?
14-3-3g Raf: -4

How did COCCn1c(SCC(=O)NCCc2ccccc2)nnc1-c1ccco1 do in these assays?
14-3-3g Raf: -6

How did N=c1c2c(-c3ccccc3)c(-c3ccccc3)n(Cc3ccco3)c2ncn1Cc1ccco1 do in these assays?
14-3-3g Raf: -16

How did CCOC1(OCC)N=C(N)C2(C#N)C(c3cccc(OC)c3OC)C12C#N (configuration not stated) do in these assays?
14-3-3g Raf: -11

How did Cc1cccc(-n2ncc3c(NC(C)C)ncnc32)c1 do in these assays?
14-3-3g Raf: -1

How did COc1ccc(NS(=O)(=O)c2ccc(NC(=O)c3cc(Br)ccc3O)cc2)nn1 do in these assays?
14-3-3g Raf: -20

How did CCOC(=O)CSc1nc2cc(OCC)ccc2n1C do in these assays?
14-3-3g Raf: -4

Results for CCOc1ccc(NC(=O)CCNc2c(N3CCCC3)c(=O)c2=O)cc1 ?
14-3-3g Raf: 2

What do the screens show for `CCN(CC)S(=O)(=O)c1cccc(C(=O)NCC(=O)OCC(=O)NCc2ccccc2)c1`?
14-3-3g Raf: -4

What do the screens show for `NC(=O)c1c(N)sc2c1CCCCC2`?
14-3-3g Raf: -9

How did COc1ccccc1NC(=O)C1=C(C)Nc2ncnn2C1c1ccc(C)o1 (configuration not stated) do in these assays?
14-3-3g Raf: -2

How did O=C(CCS(=O)(=O)c1cccc2nsnc12)NCCN1CCN(c2ccccc2)CC1 do in these assays?
14-3-3g Raf: -3

What do the screens show for `CCOc1ccc2[nH]c(=O)c(CN(Cc3ccccc3)C(=O)N3CCCC3)cc2c1`?
14-3-3g Raf: -8

What do the screens show for `CCN(CC(=O)Nc1ccc2c(c1)OCCO2)CC(=O)Nc1cc(C)on1`?
14-3-3g Raf: -3

How did O=C(O)c1ccc2c(c1)nnn2C1CCCCC1 do in these assays?
14-3-3g Raf: 7&-67

Random excerpt: 7 records from the list, in no set order.
How did COc1ccccc1NC(=O)C1=C(C)Nc2ncnn2C1c1ccc(C)o1 (configuration not stated) do in these assays?
14-3-3g Raf: -2

How did O=C(O)c1ccc2c(c1)nnn2C1CCCCC1 do in these assays?
14-3-3g Raf: 7&-67

How did COc1ccc(NS(=O)(=O)c2ccc(NC(=O)c3cc(Br)ccc3O)cc2)nn1 do in these assays?
14-3-3g Raf: -20

What do the screens show for `CCN(CC)S(=O)(=O)c1cccc(C(=O)NCC(=O)OCC(=O)NCc2ccccc2)c1`?
14-3-3g Raf: -4

How did O=C(CCS(=O)(=O)c1cccc2nsnc12)NCCN1CCN(c2ccccc2)CC1 do in these assays?
14-3-3g Raf: -3

What do the screens show for `CCN(CC(=O)Nc1ccc2c(c1)OCCO2)CC(=O)Nc1cc(C)on1`?
14-3-3g Raf: -3

Results for CCOc1ccc(NC(=O)CCNc2c(N3CCCC3)c(=O)c2=O)cc1 ?
14-3-3g Raf: 2

(more compounds)
What do the screens show for `O=C(CCC1CCCC1)N1CCN(C(=O)c2ccco2)CC1`?
14-3-3g Raf: -4

How did CC(C)CCn1c(SCC(=O)Nc2nccs2)nc2ccsc2c1=O do in these assays?
14-3-3g Raf: -4

How did CC(=O)N=c1sc2c3ccccc3ccc2n1C do in these assays?
14-3-3g Raf: -4&2

Results for COc1ccc(-c2nnco2)cc1OC ?
14-3-3g Raf: -8

Results for Cc1cc2ncn(CC(O)COCc3ccccc3)c2cc1C (configuration not stated) ?
14-3-3g Raf: 7

Results for Cc1c(C)n(C(=O)CSc2nncn2C)c2ccccc12 ?
14-3-3g Raf: -3

How did CCC(NS(=O)(=O)c1ccc(C)cc1)C(=O)NCc1ccc(C)cc1 (configuration not stated) do in these assays?
14-3-3g Raf: -5

What do the screens show for `O=C1CCCN2N=C(SCC(=O)Nc3cccc(F)c3)SC2=N1`?
14-3-3g Raf: -20

How did O=C(NCCOc1ccccc1)c1ccc2c(c1)OCO2 do in these assays?
14-3-3g Raf: 0

What do the screens show for `CC(=O)N1CCCc2cc(S(=O)(=O)N3CCN(c4ccc([N+](=O)[O-])cc4)CC3)ccc21`?
14-3-3g Raf: -9

Results for CN1CCN(CC(=O)N2CCn3c4c(c5cc(C6CCCCC6)ccc53)CCCC42)CC1 (configuration not stated) ?
14-3-3g Raf: -3&-11

Results for CN1CCN(CC(O)CN2CCN(C)CC2)CC1 ?
14-3-3g Raf: 0

How did Cn1nnnc1SCc1nc2ccccc2[nH]1 do in these assays?
14-3-3g Raf: 3

Results for CC(=O)N1CCN(CC(O)COc2ccc(C)cc2)CC1 (configuration not stated) ?
14-3-3g Raf: 0

What do the screens show for `O=c1ccn(C2OC(CO)C(O)C2O)c(=O)[nH]1` (configuration not stated)?
14-3-3g Raf: 3

What do the screens show for `COc1ccccc1N1CCN(C(=O)COc2ccc(C)cc2Br)CC1`?
14-3-3g Raf: -1

How did Cc1cccc(Nc2cc(N3CCCC3)c3noc4c3c2C(=O)c2ccccc2-4)c1 do in these assays?
14-3-3g Raf: -161

What do the screens show for `O=C(Nc1nc2cc3c(cc2s1)OCCO3)c1cccc(S(=O)(=O)N2CCOCC2)c1`?
14-3-3g Raf: -7

What do the screens show for `O=C1c2ccc3c4c(ccc(c24)C(=O)N1c1ccc(O)cc1)C(=O)N(c1ccc(O)cc1)C3=O`?
14-3-3g Raf: -16

How did COC(=O)c1ccc(-c2ccco2)n1Cc1nc(-c2ccc(OC)c(OC)c2)oc1C do in these assays?
14-3-3g Raf: 0

What do the screens show for `Cc1ccc(-c2nc3ncccc3o2)cc1NC(=O)c1ccc(Cl)c([N+](=O)[O-])c1`?
14-3-3g Raf: -32

How did O=C(Nc1cc(C(F)(F)F)ccc1Cl)c1ccc(F)c(S(=O)(=O)N2CCCCC2)c1 do in these assays?
14-3-3g Raf: -6

How did CCS(=O)(=O)N1CCC(C(=O)NCc2ccc(OC)cc2)CC1 do in these assays?
14-3-3g Raf: -1

How did CCN(CC)S(=O)(=O)c1ccc(C(=O)Nc2nc3c(cc4c5c(cccc53)CC4)s2)cc1 do in these assays?
14-3-3g Raf: -52

What do the screens show for `COC(=O)c1c(NC(=O)COc2cc(C)ccc2C)sc2c1CCCC2`?
14-3-3g Raf: -13

Results for Cc1ccc(S(=O)(=O)Nc2cc(NC(=O)CN3CCOCC3)ccc2Cl)cc1 ?
14-3-3g Raf: 2

What do the screens show for `Cn1c(C=Cc2ccccc2Cl)c([N+](=O)[O-])c(=O)n(C)c1=O`?
14-3-3g Raf: 13

How did Cc1ccc2cc3cc(C(=O)NCCCN4CCOCC4)sc3nc2c1 do in these assays?
14-3-3g Raf: -6

Results for Cc1ccc(C)c(NS(=O)(=O)c2ccc3c(c2)C(=O)c2cc(S(=O)(=O)Nc4cc(C)ccc4C)ccc2-3)c1 ?
14-3-3g Raf: -3

What do the screens show for `O=C(Cn1c(=S)[nH]c2ccccc2c1=O)NC1CCCCC1`?
14-3-3g Raf: -4

What do the screens show for `Cc1cc(NC(=O)NC(=O)c2ccc(F)cc2F)n[nH]1`?
14-3-3g Raf: 2

How did O=C(CSc1nc(-c2ccccc2)cs1)NCc1ccco1 do in these assays?
14-3-3g Raf: -5

What do the screens show for `C=CCN1C(=O)C2(c3ccccc31)C1CCCC=C1C(C#N)=C(N)C2(C#N)C#N` (configuration not stated)?
14-3-3g Raf: -3

Results for O=C1NC(=O)c2ccc3c4c(ccc1c24)C(=O)N(c1ccc(Cl)cc1)C3=O ?
14-3-3g Raf: -5

Results for CC(=O)Nc1nc(C)c(-c2csc(Nc3ccc(C)cc3)n2)s1 ?
14-3-3g Raf: 1

How did COc1ccc(C2C3=C(Nc4ncnn42)c2cc(Cl)ccc2OC3c2cccc(Cl)c2)cc1 (configuration not stated) do in these assays?
14-3-3g Raf: -369

Results for O=C(CCn1cnc2ccccc2c1=O)Nc1ccc2c(c1)OCCO2 ?
14-3-3g Raf: 7

How did Cc1cc(C)c(C#N)c(N2CCN(CCOc3ccc(Cl)cc3)CC2)n1 do in these assays?
14-3-3g Raf: -2

What do the screens show for `COc1ccc(C2CC(C(F)(F)F)n3nc(C(=O)Nc4ccc(OC)c(Cl)c4)cc3N2)cc1` (configuration not stated)?
14-3-3g Raf: -1

Results for COc1ccc(C2C(C(=O)Nc3ccccc3)=C(C)Nc3ncnn32)cc1OC (configuration not stated) ?
14-3-3g Raf: -3

A draw from above in order of length of the SMILES, ascending.
What do the screens show for `Cc1cc(NC(=O)NC(=O)c2ccc(F)cc2F)n[nH]1`?
14-3-3g Raf: 2

How did Cc1cc(C)c(C#N)c(N2CCN(CCOc3ccc(Cl)cc3)CC2)n1 do in these assays?
14-3-3g Raf: -2

How did COc1ccc(C2C3=C(Nc4ncnn42)c2cc(Cl)ccc2OC3c2cccc(Cl)c2)cc1 (configuration not stated) do in these assays?
14-3-3g Raf: -369

Further results:
Results for Cc1ccc(NC(=O)CSc2nc3ccccc3c(=O)n2CCCC(=O)N2CCCC2)cc1 ?
14-3-3g Raf: -4

How did O=C1Nc2ccccc2Oc2cc([N+](=O)[O-])cc(Oc3ccccc3)c21 do in these assays?
14-3-3g Raf: -79

What do the screens show for `CCn1c(C)nc2cc(C(=O)OCCC(F)(F)F)ccc21`?
14-3-3g Raf: -8

How did CCCCOC(=O)c1ccc2c(c1)C(=O)NC2=O do in these assays?
14-3-3g Raf: 9

Results for COc1ccc(C2C(=O)N(C3CCCCCC3)CC(=O)N2CCc2ccc(OC)c(OC)c2)cc1 (configuration not stated) ?
14-3-3g Raf: -8

What do the screens show for `O=[N+]([O-])c1ccccc1S(=O)(=O)N1CCN(Cc2ccccc2F)CC1`?
14-3-3g Raf: -5

How did COc1ccc(CCNc2nc(=S)[nH]c3ccccc23)cc1OC do in these assays?
14-3-3g Raf: 5

What do the screens show for `Cc1ccc2c(Cl)c(C(=O)N3CCCCC3)sc2c1`?
14-3-3g Raf: -12

Results for OCCNc1nc(-c2ccccc2)c2ccccc2n1 ?
14-3-3g Raf: 0

How did COc1ccccc1NC(=O)N1CCc2[nH]c3ccc(F)cc3c2C1 do in these assays?
14-3-3g Raf: 4

How did COc1cc2c(cc1OC)C(COc1ccc([N+](=O)[O-])cc1)N(C(=O)c1cccc(C(F)(F)F)c1)CC2 (configuration not stated) do in these assays?
14-3-3g Raf: 3

How did O=C(c1ccc(Br)c(S(=O)(=O)N2CCCCC2)c1)N1c2ccccc2Sc2ccccc21 do in these assays?
14-3-3g Raf: -11

How did CCn1cc(C(=O)NCc2ccccc2OC)c2cc(OC)c(OC)cc2c1=O do in these assays?
14-3-3g Raf: -3

How did COc1ccccc1Oc1ccc2c(c1)C(=O)N(c1cccc3ncccc13)C2=O do in these assays?
14-3-3g Raf: -18

Results for COCCCNc1nc2c(c(=O)[nH]c(=O)n2C)n1CC(O)COc1cccc(C)c1 (configuration not stated) ?
14-3-3g Raf: -4

How did COc1ccc(C2C(C(=O)OCC3CCCO3)=C(C)NC3=C2C(=O)CC(c2ccccc2OC)C3)cc1OC (configuration not stated) do in these assays?
14-3-3g Raf: -19

What do the screens show for `CCCC1=NN(S(=O)(=O)c2ccc(C)cc2)C(O)(C(F)(F)F)C1` (configuration not stated)?
14-3-3g Raf: -2

What do the screens show for `CCc1ccc(-c2nc3cc(NS(=O)(=O)c4ccccc4)ccc3o2)cc1`?
14-3-3g Raf: -34

Results for COc1ccc(S(=O)(=O)N2CCC(C(=O)NC(C)c3ccccc3)CC2)cc1OC (configuration not stated) ?
14-3-3g Raf: -8

How did CCOC(=O)c1ccc(NC(=O)c2cnccn2)cc1 do in these assays?
14-3-3g Raf: -11

Compounds shown so far with a COOH group (two):
How did O=C(O)C1CC(=O)N(Cc2ccccc2)C1 (configuration not stated) do in these assays?
14-3-3g Raf: -3&-7

How did O=C(O)c1ccc2c(c1)nnn2C1CCCCC1 do in these assays?
14-3-3g Raf: 7&-67

More results
How did Cc1cccc(NC(=O)CSCC(=O)Nc2ccc3ccccc3c2)c1C do in these assays?
14-3-3g Raf: -22

What do the screens show for `Cc1cccc(-n2c(C)nc3c(cnn3-c3ccc(F)cc3)c2=O)c1`?
14-3-3g Raf: 6

How did COc1ccc(C(=O)COC(=O)c2ccc(N3C(=O)C4CC=CCC4C3=O)cc2)cc1[N+](=O)[O-] (configuration not stated) do in these assays?
14-3-3g Raf: -1

Results for O=C(Nc1cccc(Cl)c1)c1ccc(Oc2ccc(C(F)(F)F)cc2[N+](=O)[O-])cc1 ?
14-3-3g Raf: 1

How did Cc1ccc(-n2ncc3c(N(C)Cc4ccccc4)ncnc32)c(C)c1 do in these assays?
14-3-3g Raf: -6

A portion of the library (hit frequency here may not be typical).
